LDHA block – qHTS assay for inhibitors of human lactate dehydrogenase; purified LDHA, NADH/diaphorase-resazurin fluorescence; stronger effect = lower value; activity change, % (values are at about 110 or 230 µM); 480,000 compounds, 0.15% hits; AID 1347041, 2019; in the data active means activity change below about -30%; inconclusive means mostly about -25% to -30%;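 further: plate controls were DMSO wells for no effect and wells without enzyme for full effect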
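Enzyme activity of human lactate dehydrogenase 5 (2 nM; 0.06 mM NADH, 0.2 mM pyruvate, 5 min, RT) is measured via a resazurin/diaphorase fluorescence readout of residual NADH.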
TrxR1 substrate – qHTS Assay for Substrates of Mammalian Selenoprotein Thioredoxin Reductase 1 (TrxR1): qHTS; Thioredoxin reductase 1, cytoplasmic (Rattus norvegicus), O89049; purified TrxR1 substrate turnover, NADPH consumption readout; Potency, µM (doses to about 114 µM), for inactives: at the highest dose activity change, negative = substrate turnover; 390,000 compounds, 0.01% hits; AID 588456, 2011; further: potency means the concentration at half of the fitted maximal effect; on the % scale 0 is the no-effect control and ±100 the full control effect; nearly all actives have a fitted effect of over 50% in size
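Rat TrxR1, dispensed at 90 nM, was prereduced with 400 uM NADPH (final) for 5 min at ~22 deg C, then incubated with compound 15 min before 400 uM selenite. A first-read NADPH fluorescence drop versus no-compound background flagged substrates.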
Vif-A3G inh – qHTS for Inhibitors of Vif-A3G Interactions: qHTS; 410,000 compounds, 0.076% hits; HeLa A3G-eYFP + Vif (tagged APOBEC3G with the HIV-1 protein that degrades it), YFP fluorescence, overnight; DNA dC->dU-editing enzyme APOBEC-3G (Homo sapiens), Q9HC16; Potency, µM (highest dose often 46.1 µM), without a hit: top-dose activity, negative = active, hits mostly inhibitors;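 further: potency means the concentration at half of the fitted maximal effect; on the % scale 0 is the no-effect control and ±100 the full control effect; nearly all actives have a fitted effect of over 60% in size; hits raise eYFP signal because A3G escapes Vif-driven loss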
Target sequence (Q9HC16 whole entry, looked up): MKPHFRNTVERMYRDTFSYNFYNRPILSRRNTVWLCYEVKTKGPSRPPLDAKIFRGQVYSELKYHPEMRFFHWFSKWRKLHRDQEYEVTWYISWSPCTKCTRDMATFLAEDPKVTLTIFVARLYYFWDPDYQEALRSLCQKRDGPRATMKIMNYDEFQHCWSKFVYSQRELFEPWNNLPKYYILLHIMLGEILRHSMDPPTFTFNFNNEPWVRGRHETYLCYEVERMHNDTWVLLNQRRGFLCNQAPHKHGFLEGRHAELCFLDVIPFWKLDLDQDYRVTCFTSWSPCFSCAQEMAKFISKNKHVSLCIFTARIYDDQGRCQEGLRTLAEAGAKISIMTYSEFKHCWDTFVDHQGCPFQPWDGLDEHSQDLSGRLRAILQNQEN
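HeLa cells stably expressing Vif and C-terminally eYFP-tagged A3G, seeded overnight at 37 deg C, then exposed to compound by pintool overnight at 37 deg C. Rise in yellow fluorescence (Ex 488/Em 500-530, Acumen) marks blocked Vif-driven A3G degradation.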
mIDH1 inhibitor – qHTS for Inhibitors of mutant isocitrate dehydrogenase 1 (IDH1): qHTS. IDH1-R132H enzyme, NADPH consumption, diaphorase/resazurin fluorescence. 390,000 compounds, 0.093% hits. Potency, µM (series often up to 76.6 µM), inactives show at the highest dose activity change, negative = inhibition, hits mostly inhibitors. AID 602179, 2012; further: potency means the concentration at half of the fitted maximal effect; on the % scale 0 is the no-effect control and ±100 the full control effect; nearly all actives have a fitted effect of over 65% in size
Target sequence (O75874 whole entry R132H, stated change not applied): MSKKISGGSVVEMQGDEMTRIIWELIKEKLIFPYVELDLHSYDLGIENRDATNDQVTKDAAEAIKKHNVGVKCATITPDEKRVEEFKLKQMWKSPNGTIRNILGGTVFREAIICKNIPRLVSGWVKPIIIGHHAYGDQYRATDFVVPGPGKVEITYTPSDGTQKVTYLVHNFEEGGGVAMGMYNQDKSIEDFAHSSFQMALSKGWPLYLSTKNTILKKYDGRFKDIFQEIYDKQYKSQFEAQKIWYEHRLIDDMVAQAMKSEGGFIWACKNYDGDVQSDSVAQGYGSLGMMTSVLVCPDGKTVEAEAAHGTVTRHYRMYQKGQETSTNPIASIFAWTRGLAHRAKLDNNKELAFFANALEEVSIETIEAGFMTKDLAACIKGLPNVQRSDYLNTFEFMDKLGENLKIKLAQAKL
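IDH1-R132H (0.5 ug/mL dispensed) in pH 7.5 Tris buffer was preincubated 30 min with compound, then given a substrate mix of 0.016 mM NADPH and 2 mM alpha-KG for 80 min at room temperature; remaining NADPH was read by diaphorase/resazurin fluorescence.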
rTrxR1 inhibitor – qHTS Assay for Inhibitors of Mammalian Selenoprotein Thioredoxin Reductase 1 (TrxR1): qHTS; Thioredoxin reductase 1, cytoplasmic (Rattus norvegicus), O89049; recombinant rTrxR1, NADPH fluorescence consumption, selenite substrate; Potency, µM (doses to about 114 µM), without a hit: at the highest dose activity change, negative = inhibition, most hits filed as inhibitors; 390,000 compounds, 1% hits; AID 588453, 2011; further: potency means the concentration at half of the fitted maximal effect; on the % scale 0 is the no-effect control and ±100 the full control effect; nearly all actives have a fitted effect of over 65% in size
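Rat TrxR1 (90 nM in the dispensed reagent) was pre-reduced with 400 uM NADPH for 5 min at room temperature, then incubated with compound for 15 min. After 400 uM selenite was added, NADPH fluorescence (Ex 340/Em 450 nm) was followed for 8 min.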
RGS4 inh – Inhibitors of Regulator of G Protein Signaling (RGS) 4: qHTS. Regulator of G-protein signaling 4 (Homo sapiens), P49798. Transcreener GDP fluorescence polarization, RGS4-accelerated GTP hydrolysis. Potency, µM (series often up to 114 µM), without a hit: at the highest dose activity change, negative = inhibition, actives largely listed as inhibitors. 390,000 compounds, 0.039% hits; further: potency means the concentration at half of the fitted maximal effect; on the % scale 0 is the no-effect control and ±100 the full control effect; nearly all actives have a fitted effect of over 75% in size; some results filed as inactive show a strong effect at the top dose
Target sequence (P49798 whole entry, looked up): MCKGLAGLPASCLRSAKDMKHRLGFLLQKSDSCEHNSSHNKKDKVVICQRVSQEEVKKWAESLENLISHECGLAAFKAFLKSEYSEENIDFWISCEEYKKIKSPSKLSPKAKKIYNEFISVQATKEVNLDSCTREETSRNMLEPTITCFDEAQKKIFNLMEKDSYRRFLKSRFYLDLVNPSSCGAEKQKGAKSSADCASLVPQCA
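MLSMR compounds (23 nl, pin-transferred) preincubated 10 min at room temperature with a 500nM (2x) first reagent, then RGS4 at 900nM (2x) plus Transcreener GDP mix added; fluorescence polarization (620/688 nm) read before and after 90 min at 30 °C.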
USP1 inh – Inhibitors of USP1/UAF1: Primary Screen; Ubiquitin carboxyl-terminal hydrolase 1 (Homo sapiens), O94782; 390,000 compounds, 0.23% hits; Potency, µM (doses to about 57.1 µM), without a hit: at the highest dose activity change, negative = inhibition, actives largely listed as inhibitors; recombinant USP1/UAF1, Ub-Rhodamine cleavage fluorescence; further: potency means the concentration at half of the fitted maximal effect; on the % scale 0 is the no-effect control and ±100 the full control effect; nearly all actives have a fitted effect of over 60% in size; inactives centre near -12
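In this screen, compounds sit with the deubiquitinase complex (1nM) for 15 min at room temperature before Ub-Rho is added at 150nM final. Fluorescence rise is then followed for 6 reads every 60 seconds.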
Vif-APOBEC3F blk – qHTS for Inhibitors of Vif-A3F Interactions: qHTS | HeLa A3F-eYFP + Vif (tagged APOBEC3F with the HIV-1 protein that degrades it), YFP fluorescence increase | Potency, µM (doses to about 46.1 µM), without a hit: top-dose activity, negative = active | 390,000 compounds, 0.2% hits | AID 602313, 2012; further: potency means the concentration at half of the fitted maximal effect; % of control where 0% means no effect; nearly all actives have a fitted effect of over 65% in size
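HeLa cells stably expressing A3F-eYFP plus Vif, plated and incubated overnight at 37 deg C, then exposed to compounds overnight at 37 deg C. Blocked degradation read as raised yellow fluorescence (Ex 488/Em 500-530).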
GRP78 ERSR act – qHTS for Inducers of the Endoplasmic Reticulum Stress Response (ERSR) in Human Glioma: qHTS; AID 602332, 2012; Potency, µM, inactives show at the top dose activation, hits mostly activators; 420,000 compounds, 0.02% hits; U87-MG GRP78 promoter luciferase reporter, 16 h; further: potency means the concentration at half of the fitted maximal effect; series mostly up to about 76 µM; % of control where 0% means no effect; nearly all actives have a fitted effect of over 35% in size
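ERSR induction read as luciferase luminescence (Bright-Glo, 10 min at room temperature) in stably transfected human U87-MG glioma cells exposed to compounds for 16 h, using GRP78 as sensor.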
Active calls of the source: *; ? = inconclusive; . = not tested or not shown; & = joins results of further samples; [ ] = another dose, or the depositor's remark. Unless noted, the call rests on the fitted dose curve; in most records, active means well fitted curve in the direction sought with a large enough effect; inconclusive means small, poorly fitted or top-dose-only effect, or another doubt; inactive means no such curve, though single readings can be large; an effect the other way counts as inactive or inconclusive. Some of the compounds tested. The share of hits here may be higher or lower than overall.

SMILES	LDHA block	TrxR1 substrate	Vif-A3G inh	mIDH1 inhibitor	rTrxR1 inhibitor	RGS4 inh	USP1 inh	Vif-APOBEC3F blk	GRP78 ERSR act
Cc1ccc2c(ccn3cc4c(c(=O)n(C)c(=O)n4C)c23)c1	-3	23%	0%	15%	6%[57.1 µM]	38%	10%	0%	5%
CCCCC1(Br)C(=O)N(c2ccccc2)N(c2ccccc2)C1=O	-2	-3%	-1%	9%	28µM*	-3%	1%	1%	-3%
C/C(=N\NC(=O)COc1ccc(C#N)cc1)c1ccccc1OC(F)F	-5	7%[57.1 µM]	0%	2%	9%[57.1 µM]	12%	-2%	12%	-5%
COc1cccc(C(=O)c2c(N)c(-c3nc(-c4ccccc4)cs3)c3ccccn23)c1	0	0%	.	.	11%	-2%	-9%	.	.
CC(C)CCC(CCN1CCCC1)c1ccc2c(c1)OCO2 (stereo not given)	-12	-13%[11.4 µM]	2%	6%	37%[activator][11.4 µM]	-52%	-7%	17%	-2%
CC(=O)c1sc(NC(=O)CCS(=O)(=O)c2ccc(Cl)cc2)nc1C	-2	-4%	-14%	4%	?	-45%	-17%	6%	-14%
COCCCNc1ncnc2c1cnn2-c1ccc(F)cc1	-11	0%[57.1 µM]	-30%	-12%	1%[57.1 µM]	10%	-13%	-8%	-6%
CCOC(=O)c1cnc2c(C)cc(Cl)cc2c1NCCCN1CCOCC1	2	4%	0%	-6%	13%	14%	-11%	-1%	0%
Cc1[nH]c(=O)[nH]c(=O)c1N(C)C	2	-6%	-5%	1%	-8%	-13%	-20%	0%	0%
CC(Oc1ccccc1)C(=O)Nc1cccc(NC(=O)c2ccco2)c1 (stereo not given)	-8	2%	1%	-5%	26%	9%	-6%	-3%	-1%
COc1ccc(/C=N/NC(=O)Cn2nnc3ccccc32)cc1OC	-10	-10%	-1%	8%	-9%	-2%	-8%	-10%	0%
O=C(/C(=C/O)N=Nc1ccccc1)c1ccncc1	-5	-6%[57.1 µM]	-16%	3%	0%[57.1 µM]	-37%	-10%	4%	-6%
COc1cnc(SCC(=O)O)[nH]c1=O	-7	-9%	0%	0%	-12%	34%	-14%	-28%	-3%
CCOC(=O)C1CCN(C(c2cc3ccc(C)c(C)c3[nH]c2=O)c2nnnn2C2CCCCC2)CC1 (stereo not given)	3	1%	1%	0%	?	-34%	?	-7%	1%
O=C(Nc1nc2c(F)cccc2s1)c1ccc(S(=O)(=O)N2CCCc3ccccc32)cc1	-2	4%[57.1 µM]	-3%	-6%	25%[57.1 µM]	1%	-28%	1%	-3%
Cc1cc(C)nc(NC(=O)c2ccc([N+](=O)[O-])c(C)c2)n1	-10	-1%[11.4 µM]	2%	1%	17%[2.29 µM]	21%	-6%	11%	-2%
COc1ccc(-c2nc(Cn3c(SCc4ccc(C)cc4)nc4ccncc43)c(C)o2)cc1OC	-2	7%[57.1 µM]	?	0%	-8%[57.1 µM]	-1%	-25%	?	5%
COCCn1nnnc1C(c1ccccc1OC)N1CCN(c2ccccc2F)CC1 (stereo not given)	-6	5%[57.1 µM]	-6%	2%	0%[57.1 µM]	-1%	-1%	-2%	-3%
O=C(NC1CC2CCC(C1)N2Cc1ccco1)c1ccccc1 (stereo not given)	-2	7%[57.1 µM]	2%	-1%	8%[57.1 µM]	-21%	-3%	-2%	-3%
CCCCn1c(N)c(N(CC)C(=O)c2cc(Br)ccc2Cl)c(=O)[nH]c1=O	-4	2%[57.1 µM]	-2%	4%	17%[57.1 µM]	59%[activator]	-1%	-12%	2%
S=C(Nc1ccccc1)N1CCN(C(=S)c2ccccc2)CC1	-15	-5%	-2%	6%	8%	-30%	-9%	-18%	2%
Cc1cc(NC(=O)c2ccco2)ncc1NC(=O)CCc1ccccc1	0	-1%	2%	1%	-12%	-7%	-14%	.	1%
O=S(=O)(Nc1ccc(O)c2ccccc12)c1ccc(OC(F)(F)F)cc1	28	-7%	-8%	-2%	13%[11.4 µM]	?	?	-9%	?
Cc1ccc2c(CC(=O)Nc3c(C(=O)c4ccc(F)cc4)oc4ccccc34)coc2c1	-5	1%	-2%	-18%	12%	14%	-1%	-10%	-3%
CCCCn1c(=S)[nH]c2cc(S(=O)(=O)N3CCCCC3)ccc21	-4	8%[57.1 µM]	-7%	2%	5%[57.1 µM]	-32%	?	-4%	-3%

Next part; the last two above are carried over.
SMILES	LDHA block	TrxR1 substrate	Vif-A3G inh	mIDH1 inhibitor	rTrxR1 inhibitor	RGS4 inh	USP1 inh	Vif-APOBEC3F blk	GRP78 ERSR act
Cc1ccc2c(CC(=O)Nc3c(C(=O)c4ccc(F)cc4)oc4ccccc34)coc2c1	-5	1%	-2%	-18%	12%	14%	-1%	-10%	-3%
CCCCn1c(=S)[nH]c2cc(S(=O)(=O)N3CCCCC3)ccc21	-4	8%[57.1 µM]	-7%	2%	5%[57.1 µM]	-32%	?	-4%	-3%
FC(F)(F)c1ccc2c(c1)NCC1CCCN21 (stereo not given)	4	8%	-7%	10%	?	-25%	-13%	-12%	-11%
COCCNC(=O)CCc1nnc2ccc(N3CCC(C)CC3)nn12	0	0%	3%	-1%	26%	-8%	-8%	2%	-1%
CCN(CC)S(=O)(=O)c1cc(NC(=O)C(C)N(C)CC(=O)Nc2c(C)cccc2C)ccc1C (stereo not given)	1	-5%	0%	6%	16%	22%	-4%	-26%	1%
CCOc1ccc(NC(=O)CC2C(=O)N(c3ccc(OC)cc3)C(=S)N2Cc2ccccn2)cc1 (stereo not given)	-13	-4%	1%	4%	24%	10%	-4%	-3%	-2%
COC(=O)c1ccccc1NC(=O)CN1CCC(NC(=O)c2ccc(C)cc2)CC1	-5	-2%	-3%	0%	7%	21%	-2%	0%	1%
CCn1c(Cc2ccc(OC)cc2)nnc1SCC(=O)N1CCN(c2ccccc2)CC1	-6	-3%	4%	1%	-10%	5%	-11%	-3%	-1%
COc1ccc(C2NC(=O)NC(C)=C2C(=O)OC2CCC(C)CC2)cc1 (stereo not given)	1	-3%	-1%	-4%	9%	8%	-23%	-16%	-4%
Oc1ccc2c(c1)oc1cc(O)ccc12	-3	20%	-13%	-13%	19%	-8%	-11%	-9%	7%
COc1cccc(NC(=O)CCc2nnc3n(Cc4ccccc4Cl)c(=O)c4ccccc4n23)c1	-10	-2%	-5%	-18%	10%	-8%	-7%	-6%	-2%
CCCCn1c(NC(=O)c2ccccc2)nc2ccccc21	-4	0%	-4%	17%	-11%	8%	-25%	1%	-5%
N/C(=N\OC(=O)c1ccc2ccccc2c1)c1cccc([N+](=O)[O-])c1	-8	6%[57.1 µM]	-4%	-2%	12%[57.1 µM]	9%	-15%	2%	7%
COc1ccc(OC)c(-c2noc(N3CCN(c4cccc(C(F)(F)F)c4)CC3)n2)c1	0	2%	2%	10%	22%	12%	?	-13%	-2%
CCC(CC)C(=O)Nc1cccc(C(=O)N2CCOCC2)c1	-2	8%	0%	3%	18%	-1%	3%	-4%	0%
CCOC(=O)c1[nH]c2ccccc2c1NC(=S)Nc1ccccc1	-3	6%	-8%	-3%	?	-38%	-22%	4%	1%
NC(=O)CSc1nnc(Cn2c(=O)sc3ccccc32)n1CCc1ccccc1	-17	10%[57.1 µM]	0%	0%	15%[57.1 µM]	-5%	-7%	1%	-2%
COc1ccccc1NC(=O)CSc1nccc(=O)[nH]1	-2	11%	0%	-2%	18%	-10%	-16%	-15%	-4%
C=CCn1c(Oc2cccc(C)c2)nc2c1c(=O)n(C)c(=O)n2C	5&-9	9%[0.0914 µM]	-4%	8%	14%[57.1 µM]	13%	-22%	1%	0%
Cc1ccc(-c2nnn(CC(=O)N(c3cccc(F)c3)C(C(=O)NC(C)(C)C)c3ccco3)n2)o1 (stereo not given)	-2	1%[57.1 µM]	-4%	13%	8%[57.1 µM]	-10%	0%	-6%	-2%
CCS(=O)(=O)N1CCC(C(=O)Nc2ccccc2OC)CC1	-1	-4%	4%	-5%	19%	-11%	-11%	-1%	-1%
CCS(=O)(=O)N1CCN=C1SCc1cccnc1	-12	1%	0%	-1%	12%	-9%	0%	-5%	-3%
CCCCNC(=S)N1CCN(c2ccccc2Cl)CC1	-2	-8%	-3%	-3%	9%[57.1 µM]	-16%	-20%	0%	-3%
COc1ccc(-c2cn(CCC(=O)O)c(C)n2)cc1	0	4%	2%	10%	11%	-1%	-22%	4%	-6%

Source: PubChem
